NCI-60 one-dose screen, 48 h, at 10 µM unless noted. Numbers give growth in % (100 = growth as untreated, 0 = no growth, -100 = all killed).
UO-31: UO-31 renal cancer; actives 5.2% (n = 81,000); AID 1794768
TK-10: TK-10 renal cancer cells; actives 3.9% (n = 81,000)
SK-OV-3: SK-OV-3 ovarian cancer cells. actives 3.2% (n = 80,000)
OVCAR-4: OVCAR-4 ovarian cancer cells; actives 3.7% (n = 80,000); AID 1794784
SN12C: SN12C renal cancer cells | actives 3.8% (n = 81,000) | AID 1794767
OVCAR-5: OVCAR-5 ovarian cancer; actives 2.9% (n = 82,000); AID 1794783
IGROV1: IGROV1 ovarian cancer; actives 4.7% (n = 79,000)
786-0: 786-0 renal cancer cells; actives 5.1% (n = 81,000); AID 1794775
An asterisk follows results filed as active; nt = not tested or not shown; & = joins results of further samples. Rule for the calls: active = growth percent below 10; inactive = the rest.

SMILES	UO-31	TK-10	SK-OV-3	OVCAR-4	SN12C	OVCAR-5	IGROV1	786-0
Clc1ccc(/C=C/c2nc(N3CCOCC3)c3cc(Cl)c(Cl)cc3n2)cc1	76	86	101	105	93	110	99	86
Brc1nc(Br)c(Br)[nH]1	85	106	98	91	92	97	105	104
COc1cccc(/C=C/C(=O)c2sc(N)nc2C)c1OC	94	128	109	108	102	119	111	106
CCOC(=O)c1cccnc1Nc1ccc(NC(=O)Nc2c(C)cccc2Cl)cc1	92	116	110	113	95	101	102	100
Cc1ccc2[nH]c(=O)c(/C=N/Nc3nc(-c4ccccc4)cs3)c(O)c2c1	71	128	102	92	98	102	96	nt
CCn1c(CSc2nc3ccccc3c(=O)n2CCc2ccccc2)n[nH]c1=S	76	98	98	86	104	92	93	82
CCCCCCCCCNc1ccc(C(=O)O)cc1	81	95	105	110	92	97	97	105
CC(=O)O[C@H]1CO[C@H]2[C@@H]1OC[C@@H]2Oc1ccc(Nc2ncnc3ccsc23)cc1	67	100	97	89	97	98	94	97
N#Cc1sc(=S)n(-c2ccc(S(=O)(=O)Nc3ccc(Cl)nn3)cc2)c1N	58	111	nt	110	94	97	92	102
C=CCCCCCCCCC1OCC(C)(C)C(C(C)C)O1 (stereo not given)	98	98	112	105	107	100	nt	98
Cc1cc(C=O)c(C)c2c1[nH]c1ccccc12	74	78	106	88	96	62	98	100
Cc1cc2ncn(C3CC(O)C(CO)O3)c2cc1C (stereo not given)	77	103	102	106	101	106	111	95
NS(=O)(=O)c1cc2c(cc1C(F)(F)F)NCNS2(=O)=O	92	117	105	103	102	103	107	102
CCOP(=O)(OCC)/C(=C\n1ccc(=O)[nH]c1=S)C(=O)OC	95	101	109	108	100	124	103	110
O=C(/C=C\c1ccccc1Cl)c1ccccc1	72	111	107	90	102	90	111	94
NC(=O)C1CC1	91	102	116	92	101	107	107	101
Cn1c(=O)c2c(nc(/N=C/c3ccccc3)n2C)n(C)c1=O	83	114	102	105	100	113	89	104
COc1ccc(C(CCc2cc(OC)c(OC)c(OC)c2)NC(C)=O)cc1 (stereo not given)	78	106	96	112	104	102	102	113
COC(=O)CC1CC1c1ccc2ccccc2c1 (stereo not given)	90	100	107	100	100	100	101	90
CCC(C)CC(C)C(=O)c1c(O)ccn(OC)c1=O (stereo not given)	58	99	87	45	70	87	65	101
CCCCCc1ccc(C2=C(Br)C(=O)c3nc(C)ccc3C2=O)cc1	73	99	85	87	83	108	96	96
CC1(O)c2ccccc2N2C(=O)NC(=O)C23OC1C(O)C3O (stereo not given)	84	99	112	103	88	108	104	100
COc1cc(Cn2c(SCCN3CCOCC3)nc3ccccc3c2=O)cc(OC)c1OC	69	105	98	107	97	99	102	100
CCN1C(=O)N(c2ccccc2)C2NC(=S)N(/N=C/C=C/c3ccccc3OC)C21 (stereo not given)	35	76	32	45	18	28	4.0*	26
C[C@@H]1CC[C@@]2(C)C(C(=O)O)=CC=C[C@@H]2[C@@]1(C)CC(=O)c1ccoc1	88	106	nt	106	100	96	110	95
SMILES	UO-31	TK-10	SK-OV-3	OVCAR-4	SN12C	OVCAR-5	IGROV1	786-0
CCCCNC(=O)/C(=C/c1ccc2c(c1)OCO2)NC(=O)c1ccccc1	94	106	108	109	103	118	110	102
CCOC(=O)c1cn2c3c(cccc3c1=O)C(=O)/C(=C/c1ccc(C(F)(F)F)cc1)C2	59	109	79	92	104	91	103	94
CCOC(OCC)(OCC)OCC	96	108	106	107	105	108	118	102
Cc1ccc(C(=O)c2ccccc2)c(C)c1	nt	109	99	103	99	95	101	nt
O=C(CCl)N1c2ccccc2Oc2ccc3ccccc3c21	-92*	-9.2*	31	21	-58*	22	-70*	-89*
Cc1nc(NC(=O)Nc2ccccc2)sc1C(=O)NNC(=O)Nc1ccccc1	60	124	107	103	101	100	60	71
CC(C)Cc1nc2n[nH]c(N)c2c2c1CCCC2	96	106	118	108	94	114	118	nt
C#CCNc1ccc(C(=O)OCC)cc1	101	105	115	98	106	94	101	102
O=S(=O)(OCCOCCOS(=O)(=O)c1ccccc1)c1ccccc1	97	113	107	110	99	106	108	103
CC(C)C[C@H]1N[C@]2(C(=O)Nc3ccccc32)[C@@H](c2ccc(F)cc2)[C@@H]1C(=O)c1ccc(O)cc1	53	114	112	88	91	95	49	84
Nc1c(C(=O)NC2CCCCC2)sc2nc3c(cc12)C(=O)CCC3	95	140	120	105	93	114	116	99
O=C(Nc1ccc(F)cc1)NC(Cc1ccccc1)C(=O)O (stereo not given)	104	88	100	125	97	102	122	96
COc1cc(Cl)cc(-c2nn(C(=O)NS(=O)(=O)c3ccccc3)cc2-c2ccncc2)c1	71	97	83	nt	95	97	92	71
CN(C)c1ccc(C(C#N)(c2ccccc2)c2ccc(N(C)C)cc2)cc1	53	72	92	83	14	106	83	68
CC1CCCC(C)C1CO (stereo not given)	92	115	116	112	108	94	119	97
C=CC(=O)OCCCCCCCC	88	140	108	109	103	101	114	104
COc1ccc(C(C#N)CC(=O)c2ccc(OC)c(OCc3ccccc3)c2)cc1OC (stereo not given)	65	99	88	51	95	95	81	83
Cc1[nH]ccc2cc3nc4ccccc4c3cc12	8.9*	nt	35	38	28	42	24	45
O=C(CNc1cccc(Cl)c1)Cn1cc(COc2ccc(C=Nc3cnc4ccccc4c3)cc2)nn1	85	108	114	117	96	103	108	104
O=C(O)C(C(=O)O)C1CCCCC1	97	103	98	107	85	109	105	105
O=c1[nH]c(O)c(/C=N/C(=S)Nc2ccc(S(=O)(=O)Nc3nccs3)cc2)c(=O)[nH]1	86	91	108	104	100	102	107	101
COC(=O)C1CN(S(=O)(=O)/N=C2\NC(=O)NC2=C(Cl)Cl)C1	89	139	113	123	101	116	109	104
O=C(Oc1ccc(Cl)cc1)c1ccc(Cl)cc1	98	96	106	nt	105	103	122	109
COc1ccccc1/C(Br)=C1/CCCN2C(=O)c3ccccc3C12 (stereo not given)	93	108	111	103	103	103	104	94
C=CCN1C(=O)/C(=C/c2ccc(OC)cc2OC)SC1=Nc1ccc(Cl)c(Cl)c1	78	103	nt	101	93	95	100	103

An excerpt from above with just SK-OV-3 and 786-0.
SMILES	SK-OV-3	786-0
O=C(Nc1ccc(F)cc1)NC(Cc1ccccc1)C(=O)O (stereo not given)	100	96
O=C(Oc1ccc(Cl)cc1)c1ccc(Cl)cc1	106	109

Later entries.
SMILES	UO-31	TK-10	SK-OV-3	OVCAR-4	SN12C	OVCAR-5	IGROV1	786-0
COCCCNc1nc(NC(=O)c2cc(Br)cc(C(F)(F)F)c2)cc(-c2cccnc2)n1	61	96	92	92	89	100	91	86
C=CCOc1ccnc(-c2ccccc2)n1	91	120	104	94	103	109	95	97
CC1(C)CCCC2=C1C(=O)N(SC(Cl)(Cl)Cl)C2=O	79	88	94	98	93	103	103	95
Cc1c(C(N)=O)sc2c1c(=O)n(Cc1ccccc1)c1nnc(-c3ccccc3Cl)n21	64	115	95	81	114	104	76	96
COc1ccc2c(c1)c(-c1nc(N)nnc1-c1c[nH]c3ccccc13)cn2C	51	93	63	66	54	72	30	54
CCOC(=O)C(=Cc1cccc(Br)c1)C(=O)OCC	52	58	86	48	35	43	48	47
O=Cc1ccc(OCc2cn(Cc3ccccc3)nn2)cc1	97	87	100	114	106	105	107	105
COc1cccc2cc(N(C)c3nc(C)nc4ccsc34)ccc12	30	42	23	36	26	44	15	21
CCCC(C)N (stereo not given)	82	68	104	109	114	101	106	108
CC(=O)N1N=C(c2ccc3c(c2)OCO3)CC1c1c(C)nn(-c2ccccc2)c1N1CCOCC1 (stereo not given)	82	nt	83	94	91	104	97	89
COc1ccc(N=Nc2c(N)nn3ccc(C)nc23)cc1	69	104	85	69	94	94	62	105
CCOC(=O)c1c(C)nc2c(c1N)/C(=C/c1ccccc1[N+](=O)[O-])C(=O)N2Cc1ccc(OC)cc1	59	107	90	67	74	113	86	84
COc1ccc(C(=O)c2cc(C)c(OC)c(C)c2)c(OC)c1NC(C)=O	40	52	11	62	35	38	31	14
CCc1ccc(CCC(=O)Nc2ncc(Cc3ccccc3)s2)o1	40	63	34	61	42	39	36	42
Cc1ccc(/C=C2\S/C(=N/c3nccs3)N(C)C2=O)cc1	60	120	81	77	96	96	60	89
NC(CSCC(=O)O)C(=O)O (stereo not given)	99	101	nt	111	103	102	105	102
COc1ccc(OC)c(NC(=O)CCCCCCNC(=O)C(O)(O)C(F)(F)F)c1	30	13	6.3*	87	59	26	55	50
N#Cc1ccc(S(N)(=O)=O)cc1	90	100	105	95	108	105	97	100
Cc1cccc(/C=C2\N=C(c3ccccc3)N(c3ccc(S(N)(=O)=O)cc3)C2=O)c1	100	99	99	77	92	99	96	95
C=CCn1c(SCC(=O)Nc2ccc(C(=O)/C=C/c3ccc(Cl)cc3)cc2)nnc1-c1c[nH]c2ccccc12	48	103	87	67	72	97	58	106
CCN(CC)c1ccc(/C=C/c2cc(-c3ccccc3)c3ccccc3n2)cc1	93	122	104	81	96	85	106	98
CCOc1ccc2nc(C)cc(Nc3ccc(S(=O)(=O)Nc4ncccn4)cc3)c2c1	90	90	100	104	90	98	91	102
NC(N)=NCCCCNC(=O)/C(Cc1ccc(O)c(Br)c1)=N/O	91	92	105	98	100	117	110	98
CS(=O)(=O)c1ccc(-c2[nH]c3ccc(F)cc3c2/C=N/NC(N)=S)cc1	40	38	13	50	21	28	29	40
Cc1cc(NS(=O)(=O)c2ccc(N)cc2)no1	84&106	105&105	104&112	100&115	97&97	66	96&119	95&108
SMILES	UO-31	TK-10	SK-OV-3	OVCAR-4	SN12C	OVCAR-5	IGROV1	786-0
NC(=O)NC1(C(=O)O)CCCC1	101	108	109	118	105	98	119	107
CC(O)C1CC[C@]2(C)[C@@H]1CC[C@@H]1[C@@]3(C)CC[C@H](O)C(C)(C)[C@@H]3CC[C@]12C (stereo not given in full)	100	125	98	102	100	106	107	115
CC(=O)N1N=C(c2cc3ccccc3oc2=O)CC1c1cn(-c2ccccc2)nc1-c1ccc(Br)cc1 (stereo not given)	85	109	93	95	98	98	97	98
Cc1cc(=O)oc2cc(OC(=O)N3CCOCC3)ccc12	89	106	115	108	94	98	102	102
O=C1CC2CC=CCN2C=C1NC(=O)c1ccccc1 (stereo not given)	100	93	91	102	105	107	109	87
O=C(Nc1ccc(N=C=S)cc1)OCc1ccccc1	72	nt	78	88	85	85	83	88
CC1Cn2c(Cc3ccccc3)nnc2S1 (stereo not given)	97&92	111&97	120&100	112&112	108&104	111	107&107	109&106
NNC(=O)C1CC(O)Cc2cc(Cl)ccc2N1 (stereo not given)	103	nt	103	123	92	111	102	98
CSc1ccc(C(=O)C[n+]2ccccc2C)cc1	98	nt	100	113	101	107	103	103
CS(=O)(=O)c1ccc(-c2nn(-c3ccc(F)cc3)cc2/C=C/C(=O)c2ccc(O)cc2)cc1	91	114	109	102	96	102	108	92
O=S(=O)(O)c1ccc2ccc(O)cc2c1	76	111	96	96	100	nt	104	100
OC(COc1cccc2ccccc12)CN1CCN(c2ccccc2Cl)CC1 (stereo not given)	85	100	89	93	105	85	117	91
C=CCn1c(SCC(=O)Nc2ccc(OC)cc2)nnc1-c1cc(-c2ccccc2)nc2ccccc12	70	114	99	97	101	105	97	105
CN1C(=O)CN2CCc3ccccc3C2c2cc(Cl)ccc21 (stereo not given)	74	111	91	104	85	84	-12*	97
CCN(CC)c1ccc([N+](=O)[O-])cc1[N+](=O)[O-]	77	99	97	96	94	88	124	110
Nc1cc2c(cc1Br)[nH]c(=O)c1ccccc12	48	44	62	25	40	94	19	59
c1cc(OCCN2CCCCCC2)ccc1CNc1ccc2nc(CCC3CCCCC3)[nH]c2c1	11	89	82	51	55	79	43	54
Nc1ccc(S(=O)(=O)c2ccc(N)cc2)cc1	76&90	100	102&118	117&111	101&101	96&104	61&108	112&103
CCOC(=O)CNC(=O)NCn1c(=O)[nH]c2ccccc2c1=O	87	104	101	106	100	119	112	103
COc1ccc(OC)c(/C=C/c2nnc(Nc3ccccc3)s2)c1	103	113	97	85	93	106	121	103
COc1cc(OC)c2ccc(=O)oc2c1	95	101	112	107	97	90	130	105
COc1ccc(-c2nnc(-c3ccc(OC)cc3)n2-c2cc(OC)c(OC)c(OC)c2)cc1	78	97	95	109	93	92	104	99

In the list so far, these contain an NH in an aromatic ring:
SMILES	UO-31	TK-10	SK-OV-3	OVCAR-4	SN12C	OVCAR-5	IGROV1	786-0
Brc1nc(Br)c(Br)[nH]1	85	106	98	91	92	97	105	104
Cc1ccc2[nH]c(=O)c(/C=N/Nc3nc(-c4ccccc4)cs3)c(O)c2c1	71	128	102	92	98	102	96	nt
CCn1c(CSc2nc3ccccc3c(=O)n2CCc2ccccc2)n[nH]c1=S	76	98	98	86	104	92	93	82
Cc1cc(C=O)c(C)c2c1[nH]c1ccccc12	74	78	106	88	96	62	98	100
CCOP(=O)(OCC)/C(=C\n1ccc(=O)[nH]c1=S)C(=O)OC	95	101	109	108	100	124	103	110
CC(C)Cc1nc2n[nH]c(N)c2c2c1CCCC2	96	106	118	108	94	114	118	nt
Cc1[nH]ccc2cc3nc4ccccc4c3cc12	8.9*	nt	35	38	28	42	24	45
O=c1[nH]c(O)c(/C=N/C(=S)Nc2ccc(S(=O)(=O)Nc3nccs3)cc2)c(=O)[nH]1	86	91	108	104	100	102	107	101
COc1ccc2c(c1)c(-c1nc(N)nnc1-c1c[nH]c3ccccc13)cn2C	51	93	63	66	54	72	30	54
C=CCn1c(SCC(=O)Nc2ccc(C(=O)/C=C/c3ccc(Cl)cc3)cc2)nnc1-c1c[nH]c2ccccc12	48	103	87	67	72	97	58	106
CS(=O)(=O)c1ccc(-c2[nH]c3ccc(F)cc3c2/C=N/NC(N)=S)cc1	40	38	13	50	21	28	29	40
Nc1cc2c(cc1Br)[nH]c(=O)c1ccccc12	48	44	62	25	40	94	19	59
c1cc(OCCN2CCCCCC2)ccc1CNc1ccc2nc(CCC3CCCCC3)[nH]c2c1	11	89	82	51	55	79	43	54
CCOC(=O)CNC(=O)NCn1c(=O)[nH]c2ccccc2c1=O	87	104	101	106	100	119	112	103
